# DSG3 Ab inh: inhibitors of pemphigus antibody binding to DSG3, primary screen, biochemical, bead-based, flow cytometry, scFv-GFP; DSG3-coupled beads, scFv-anti-DSG3-GFP binding; active compounds read low; binding (percent of control), % at 10 µM; 310,000 compounds, 0.48% hits;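 active means binding more than 3 SD below its plate's average and above zero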;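 further: hits lower antibody fragment binding to DSG3; some compounds called inactive have numbers as strong as hits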
# V-ATPase pHluor: regulators of yeast V-ATPase proton pumping, primary screen, pHLuorin cytosolic pH fluorescence. response, % at 10 µM. AID 504577, 2011. S. cerevisiae. 350,000 compounds, 0.37% hits; in the data active means response mostly above about 7.3%, no sharp cut-off; inactive means mostly below about 5.4%; further: actives read high; inactives centre near 0; some compounds called inactive have numbers as strong as hits; reference of the scale not given here
# CAL PDZ FP-1: CAL PDZ peptide-binding inhibitors, primary screen, biochemical, fluorescence polarization, Cer-tagged CAL PDZ, HTS; Golgi-associated PDZ and coiled-coil motif-containing protein (Homo sapiens), Q9HD26; purified CAL PDZ, TMR-peptide fluorescence polarization, 1 h; 330,000 compounds, 0.02% hits; inhibition, % at 20 µM; AID 504414, 2011;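 active means highest replicate inhibition of at least 40%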;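 further: plate controls were DMSO neutral control wells for no effect and unlabeled competitor peptide control wells for full effect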
#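 Material: tagged CAL PDZ domain; buffer or medium: 25 mM sodium phosphate pH 7.4, 150 mM NaCl, TCEP, IgG, Thesit; compound dosing: single point, 20 µM; schedule: 1 h incubation at room temperature before polarization reading; measured by: FP readout, S and P plane fluorescence; read-out basis: percent inhibition from loss of millipolarization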
# CAL PDZ FP-2: untagged CAL PDZ binding inhibitors, primary screen, biochemical, fluorescence polarization, HTS; Golgi-associated PDZ and coiled-coil motif-containing protein (Homo sapiens), Q9HD26; AID 602252, 2012; 300,000 compounds, 0.92% hits; inhibition, % at 24.9 µM; purified CAL PDZ, TMR-peptide fluorescence polarization, 1 h;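 active means mean inhibition of at least 30% with at least half of replicates also reaching 30%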;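 further: 0% = DMSO neutral control and 100% = excess unlabeled competitor peptide PRC23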
# RTF Ca sens inh: cardiac RTF calcium sensitivity inhibitors, primary screen, biochemical, IANBD-TnC fluorescence, EC70 calcium; 340,000 compounds, 0.12% hits; AID 493244, 2011; inhibition, % at 7.15 µM; IANBD-labeled cardiac RTF, Ca2+ fluorescence;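 active means inhibition above the mean inhibition of all tested compounds plus 3 SD, cut at about 17% in these data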;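 further: assay run at fixed EC70 calcium of 1.6 mM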
# Arr AP2 block: inhibitors of beta-arrestin/AP2 binding, primary screen, biochemical, GPCR trafficking, flow cytometry. beta-arrestin 1 C-terminal peptide binding to AP2 beta2-adaptin appendage (human). AID 504490, 2011. 340,000 compounds, 0.31% hits. inhibition, % at 10 µM. FITC-arrestin peptide / GST-AP2 beads; AP2 beta2 appendage carries R879A mutation;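 active means inhibition above a set limit, near 3 SD of compounds lacking own fluorescence, cut at about 54% in these data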;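 further: plate controls were DMSO wells for no effect and 5 µM unlabelled arrestin peptide for full effect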
#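 Measured by: flow cytometry, FL1 (488/535 nm); Material: AP2 appendage R879A on GSH beads; Evaluation: percent response; Timing: pre-incubation 12 min, peptide binding 1 h, room temperature; Also added: 50 nM FITC-arrestin peptide; Medium: PBS with 0.05% Tween 20 and 0.1% BSA.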
# Keap1 Nrf2 FP: Keap1-Nrf2 protein-protein interaction inhibitors, primary screen, biochemical, fluorescence polarization, single point; Kelch-like ECH-associated protein 1 (Homo sapiens), Q14145; Keap1 Kelch-Nrf2 peptide fluorescence polarization, 1536-well; inhibition, % at 9.4 µM; 340,000 compounds, 0.15% hits; in the data active means inhibition above about 12%;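 further: human Keap1 Kelch domain with fluorescein labeled Nrf2 9mer peptide probe; 0% = neutral control wells and 100% = peptide positive control; higher means more block of Keap1 binding to Nrf2 peptide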
# Target sequence (Q14145 whole entry, looked up, the tested form may be a part): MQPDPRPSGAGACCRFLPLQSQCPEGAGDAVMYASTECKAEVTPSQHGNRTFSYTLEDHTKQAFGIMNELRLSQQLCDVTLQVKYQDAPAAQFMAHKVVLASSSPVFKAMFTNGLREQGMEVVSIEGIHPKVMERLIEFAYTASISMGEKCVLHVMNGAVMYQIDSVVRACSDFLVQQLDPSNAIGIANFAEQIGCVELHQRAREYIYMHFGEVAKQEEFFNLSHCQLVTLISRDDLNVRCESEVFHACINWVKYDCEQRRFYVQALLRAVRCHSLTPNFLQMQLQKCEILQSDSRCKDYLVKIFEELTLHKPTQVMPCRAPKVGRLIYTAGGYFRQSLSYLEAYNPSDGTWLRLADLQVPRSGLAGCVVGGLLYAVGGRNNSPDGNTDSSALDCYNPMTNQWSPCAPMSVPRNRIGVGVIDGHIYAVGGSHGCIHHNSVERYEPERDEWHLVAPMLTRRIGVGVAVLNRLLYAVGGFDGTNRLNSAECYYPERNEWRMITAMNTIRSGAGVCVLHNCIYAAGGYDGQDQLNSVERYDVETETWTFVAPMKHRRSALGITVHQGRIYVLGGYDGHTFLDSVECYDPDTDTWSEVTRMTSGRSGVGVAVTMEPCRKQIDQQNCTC
# DAGLB inhibitor: DAGLB lipase inhibitors, primary screen, biochemical, fluorescence, HTS; Diacylglycerol lipase-beta (Homo sapiens), Q8NCG7; HEK293T DAGLB membrane lysate, EnzChek fluorogenic substrate; inhibition, % at 5.17 µM; 340,000 compounds, 0.059% hits; AID 504411, 2011; in the data active means inhibition above about 34%;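 further: 0% = enzyme with vehicle and 100% = wells lacking enzyme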
# C-LANA FP: inhibitors of KSHV C-LANA binding to DNA, primary screen, biochemical, fluorescence polarization, FAM-LBS DNA, MBP-C-LANA, single point | Kaposi's sarcoma herpesvirus LANA C-terminal domain (residues 932-1162) DNA binding | inhibition, % at 9 µM | 340,000 compounds, 0.078% hits | AID 504423, 2011;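 active means highest replicate inhibition at or above 60% at 9 µM, even if other replicates fall short; inactive means all replicates below 60% inhibition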;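 further: 0% = neutral control wells and 100% = 4 µM acridine orange control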
# NSD2 HMT inh: NSD2 histone methyltransferase inhibitors, primary screen, biochemical, AlphaScreen, single concentration, set 2 | Histone-lysine N-methyltransferase NSD2 (Homo sapiens), O96028 | NSD2 peptide methylation, 120 min | inhibition, % at 12.5 µM | 310,000 compounds, 0.54% hits; in the data active means inhibition above about 50%
# * hit, by the source's call; · = no result given. The list is partial; rates above refer to the full screens.
entry	SMILES	DSG3 Ab inh	V-ATPase pHluor	CAL PDZ FP-1	CAL PDZ FP-2	RTF Ca sens inh
1	COC(=O)c1ccc(NC(=O)COc2ccc(S(=O)(=O)NC(C)(C)C)cc2)cc1	85	0	0.5	5	-2
2	O=C(Cn1ncc2c3ccccc3n(Cc3ccccc3)c2c1=O)N1CCN(c2ccccn2)CC1	107	6	-1.2	·	-2
3	COC(=O)c1c(NC(=O)c2cccs2)sc2c1CCC(C)C2 (configuration not stated)	105	1	-1.2	-1	10
4	Cc1cccc(NC(=O)Cn2nc(-c3cccs3)ccc2=O)c1C	·	-4	-2.9	-5	-3
5	COc1ccccc1Cn1[nH]nnc1=S	108	-2	-0.2	·	2
6	CCN(C(=O)CSc1nnc(Cn2nnc3ccccc32)o1)c1nc(C)cs1	100	6	-1.2	-1	-2
7	COc1ccc(C(=O)/C=C/C(=O)N(Cc2ccccc2)C(C(=O)NC2CCCCC2)c2ccncc2)c(O)c1 (configuration not stated)	125	-3	-2.3	-2	-4
8	CC12CN3CC(C)(CN(C1)C3c1ccc3ccccc3c1O)C2=O (configuration not stated)	100	1	·	93*	0
9	Fc1ccc(COc2ccc(-c3nnco3)cc2)cc1	91	4	·	·	·
10	Cc1ccc(S(=O)(=O)NN2C(=O)c3ccccc3NC2c2ccco2)cc1 (configuration not stated)	·	0	-1.0	-5	·

entry	Arr AP2 block	Keap1 Nrf2 FP	DAGLB inhibitor	C-LANA FP	NSD2 HMT inh
1	2	-2	-1	1.3	-5
2	7	-3	0	0.6	·
3	-1	2	-6	0.7	-5
4	-1	-2	-1	0.5	1
5	-12	1	1	-1.4	101*
6	17	2	3	0.5	-1
7	14	-6	0	0.4	-1
8	-3	0	-1	1.1	2
9	44	·	·	·	-3
10	40	1	·	-0.9	2

# 5 entries out of the list, arranged by heavy-atom count, low to high.
entry	SMILES	DSG3 Ab inh	V-ATPase pHluor	CAL PDZ FP-1	CAL PDZ FP-2	RTF Ca sens inh
3	COC(=O)c1c(NC(=O)c2cccs2)sc2c1CCC(C)C2 (configuration not stated)	105	1	-1.2	-1	10
8	CC12CN3CC(C)(CN(C1)C3c1ccc3ccccc3c1O)C2=O (configuration not stated)	100	1	·	93*	0
10	Cc1ccc(S(=O)(=O)NN2C(=O)c3ccccc3NC2c2ccco2)cc1 (configuration not stated)	·	0	-1.0	-5	·
2	O=C(Cn1ncc2c3ccccc3n(Cc3ccccc3)c2c1=O)N1CCN(c2ccccn2)CC1	107	6	-1.2	·	-2
7	COc1ccc(C(=O)/C=C/C(=O)N(Cc2ccccc2)C(C(=O)NC2CCCCC2)c2ccncc2)c(O)c1 (configuration not stated)	125	-3	-2.3	-2	-4

entry	Arr AP2 block	Keap1 Nrf2 FP	DAGLB inhibitor	C-LANA FP	NSD2 HMT inh
3	-1	2	-6	0.7	-5
8	-3	0	-1	1.1	2
10	40	1	·	-0.9	2
2	7	-3	0	0.6	·
7	14	-6	0	0.4	-1

# (more compounds)
entry	SMILES	DSG3 Ab inh	V-ATPase pHluor	CAL PDZ FP-1	CAL PDZ FP-2	RTF Ca sens inh
11	O=C(Nc1ncccn1)C1CCCCC1	106	-3	-0.3	-1	-11
12	COc1ccc(CC(=O)OCC(=O)NCCc2ccccc2)cc1OC	93	0	-0.8	·	0
13	Cc1cc(C(=O)O[C@H]2[C@H](C)NS(=O)(=O)[C@H]3C[C@@H]4C=C[C@]23O4)cc([N+](=O)[O-])c1	103	3	-1.1	0	13
14	CCOc1ccc(-c2c(C(=O)N/N=C/c3c[nH]c4ccccc34)nnn2-c2nonc2N)cc1	86	-1	-1.5	-2	-4
15	CC1CCN(C(=O)c2[nH]cnc2C(=O)NCC(=O)OCc2ccccc2)CC1	101	-1	-0.1	-1	4
16	Cc1cc(C)[n+](C)n1CC(O)Cn1c2ccccc2c2ccccc21 (configuration not stated)	104	-2	-0.6	25	-3
17	COc1ccc(N(C(=O)c2ccc(Cl)cc2)C2=CC3CCC(C2)N3C)cc1 (configuration not stated)	101	·	-1.1	-2	1
18	CCOc1ccc(S(=O)(=O)Nc2ccc(C(=O)NCC(c3ccco3)N(C)C)cc2)cc1 (configuration not stated)	115	2	-3.2	0	-5
19	Cc1cccc(/C=N/NC(=O)c2cc(C3CC3)nc3ccccc23)n1	108	5	-1.5	0	-3
20	CCN(c1ccccc1)S(=O)(=O)c1ccc(OC)c(NC(=O)C2CCC2)c1	85	1	-0.5	·	2

entry	Arr AP2 block	Keap1 Nrf2 FP	DAGLB inhibitor	C-LANA FP	NSD2 HMT inh
11	39	-2	0	-0.6	1
12	1	-4	-1	0.8	-1
13	2	-6	1	-1.3	·
14	6	-8	-1	0.1	2
15	3	3	3	0.7	·
16	41	5	-1	0.8	-1
17	5	5	1	-2.1	·
18	23	-2	2	3.1	1
19	8	-1	-3	0.1	-2
20	2	-2	-4	0.2	18

# (list continues)
entry	SMILES	DSG3 Ab inh	V-ATPase pHluor	CAL PDZ FP-1	CAL PDZ FP-2	RTF Ca sens inh
21	Cc1ccc(OCCOC(=O)c2sc(=S)n(C)c2C)cc1	92	3	-3.2	-2	-5
22	CC(=O)OC1CC2(C)C(C(C)=O)CCC2C2CCC3=CC(=O)CCC3(C)C12 (configuration not stated)	94	-1	0.8	·	6
23	CCOc1ccc(-c2nc(N)nc(C)c2-c2ccc(OC)c(OC)c2)c(O)c1	109	0	0.2	·	-16
24	Cc1cccc(C(=O)NC(=S)Nc2cccc3nc(C)ccc23)c1	109	3	-3.2	2	-11
25	CC1=C(C(=O)Nc2ccccn2)C(c2ccc(Br)cc2)n2ncnc2N1 (configuration not stated)	·	1	-0.8	1	4
26	O=C1CC(c2ccccc2)n2nc(NC(=O)c3ccccn3)nc2N1 (configuration not stated)	103	4	-0.5	-4	-15
27	Cc1ccccc1CSc1nnc2ccc(-c3ccncc3)nn12	104	8	-2.8	-2	-3
28	Fc1ccc(N2C(=S)SC(=Nc3ccccc3)C2=Nc2ccccc2)cc1	·	10	-1.1	-5	-5
29	O=C(Nc1ccc(F)cc1)C(c1ccccc1)N1CCN(S(=O)(=O)c2ccc3ccccc3c2)CC1 (configuration not stated)	94	-3	0.6	-5	-4
30	Clc1cccc(CNCC2CCCO2)c1Cl (configuration not stated)	97	4	-0.8	·	-2

entry	Arr AP2 block	Keap1 Nrf2 FP	DAGLB inhibitor	C-LANA FP	NSD2 HMT inh
21	2	-3	-9	-0.4	-2
22	8	-3	2	0.0	-1
23	-2	-4	0	0.1	-2
24	9	-2	-4	-0.6	·
25	-16	-3	5	0.9	·
26	5	-1	3	1.0	-7
27	6	-3	-2	1.0	-2
28	32	2	-2	-1.1	2
29	17	-3	-5	-0.1	·
30	-4	-8	-2	-1.2	-2

# The listing continues.
entry	SMILES	DSG3 Ab inh	V-ATPase pHluor	CAL PDZ FP-1	CAL PDZ FP-2	RTF Ca sens inh
31	Cc1ccc(NNC(=O)c2ccno2)cc1Cl	101	-2	-1.2	·	-18
32	CC(C)N(C(=O)CSc1nc2c([nH]1)c(=O)n(C)c(=O)n2C)c1ccccc1	104	4	-2.0	·	-1
33	CCCN1C2=NS(=O)(=O)CCN2c2ccccc21	106	-2	0.3	-2	-3
34	CC(=O)N1CCCc2cc(S(=O)(=O)NC(C(=O)NC(C)c3ccccc3)C(C)C)ccc21 (configuration not stated)	94	2	0.1	-3	-4
35	CCOc1ccc(C(=O)NC(C(=O)NCc2ccccc2OC)C(C)C)cc1 (configuration not stated)	110	-4	-0.9	5	-7
36	COc1cccc(C(=O)Nc2ncc3c(n2)CC(C)(C)CC3=O)c1	106	7	-1.1	-3	-11
37	O=C(c1cc2c(s1)CCCCC2)N1CCN(c2ncccn2)CC1	103	-1	·	2	0
38	OCC1(CCOc2ccccc2)CCN(Cc2nc3ccc(F)cc3[nH]2)CC1	86	-1	-3.2	-5	5
39	Cc1ccc(S(=O)(=O)n2nc(-c3ccco3)nc2N)cc1	109	3	-0.4	3	-11
40	CCn1cc(C(=O)N2CCN(c3ccccc3F)CC2)c(=O)c2ccc(C)nc21	103	2	-0.7	·	-7

entry	Arr AP2 block	Keap1 Nrf2 FP	DAGLB inhibitor	C-LANA FP	NSD2 HMT inh
31	1	-4	0	-0.1	2
32	4	-4	2	-0.4	·
33	-1	-2	1	-0.7	-1
34	29	0	-1	1.5	·
35	0	-5	-7	-0.8	-3
36	-6	1	-1	-0.9	6
37	27	0	-13	-0.9	0
38	8	-3	0	0.1	0
39	28	-5	0	0.1	-2
40	-4	-1	2	-0.6	·

# Following part
entry	SMILES	DSG3 Ab inh	V-ATPase pHluor	CAL PDZ FP-1	CAL PDZ FP-2	RTF Ca sens inh
41	Cc1ccc2c(c1)N(CC(=O)N(Cc1ccc3c(c1)OCO3)CC1CCCO1)C(=O)C(C)O2 (configuration not stated)	106	-3	-0.9	-1	-3
42	O=C(CCC1CCCC1)Nc1ccc(C(=O)NCc2cccnc2)cc1	101	3	-0.7	-5	-23
43	Cc1cccc(N2CC(C(=O)Nc3nccs3)CC2=O)c1C (configuration not stated)	95	-3	-2.4	-6	-21
44	CC(C)Cn1c(=O)c2ccccc2n2c(CCC(=O)NC3CCN(Cc4ccccc4)CC3)nnc12	107	-2	-2.3	-7	-5
45	O=C(CCC(=O)N1CCN(S(=O)(=O)c2ccc([N+](=O)[O-])cc2)CC1)N1CCOCC1	102	3	-3.4	-5	-5
46	CCOC(=O)c1c(N)sc2c1CCCC2=O	·	1	-0.3	-2	4
47	O=C(Nc1ccc(F)cc1F)c1cccn1-c1ncc(C(F)(F)F)cc1Cl	108	1	-0.3	-2	1
48	O=C(Cc1ccc(Cl)cc1)N/N=C/c1c(Cl)cccc1Cl	97	2	0.6	-3	-6
49	CCOc1ccccc1C1C(C#N)=C(SCC(=O)OC)NC(=O)C1C(=O)OC (configuration not stated)	101	-2	-0.5	0	-4

entry	Arr AP2 block	Keap1 Nrf2 FP	DAGLB inhibitor	C-LANA FP	NSD2 HMT inh
41	3	-3	-1	-1.0	7
42	19	-1	1	1.8	1
43	5	-4	0	-1.0	-1
44	2	4	0	0.9	0
45	8	-5	-2	2.0	-2
46	16	-4	0	-1.0	6
47	2	-1	-5	2.3	-2
48	14	-3	0	0.0	-2
49	9	1	-3	-0.6	1
